# Assay outcomes deposited in PubChem BioAssay by several laboratories.
# Ins promoter up: MIN6 insulin promoter up-regulation; z-score at 5 µM; 190,000 compounds, 0.3% hits; MIN6 insulin promoter-GFP reporter, high-content imaging; hits give high values;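 active means z-score above 3 at 5 µM with at least 500 cells counted in the well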
# HEK293 NOD2/NF-kB: NOD2 signaling inhibitors, cell-based, luminescence, uHTS, HEK293 (AID 1566). HEK293 NOD2/NF-kB luciferase reporter, luminescence; higher % means a stronger effect. one-dose inhibition, % at 4 µM; EC50 in µM for titrated hits. 290,000 compounds, 0.63% hits; in the data active means inhibition above about 50%; further: many of its hits are not listed in these tables
# Autophagy HCS: alters autophagy in cells. 190,000 compounds, 0.98% hits. calls only at 10 µM (by protocol). MEF GFP-LC3 puncta imaging; test concentration mostly 10 µM;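 active means percentage of spot-positive cells more than 3 SD above its plate mean, without a fluorescence outlier flag or 80% toxicity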;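 further: spot-positive cell cutoff set from DMSO-treated cells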
# Hep lipid drop: hepatic lipid droplet formation modulation; AML12 mouse hepatocytes, oleate lipid droplets, BODIPY imaging; AID 1656; inhibition, % at 6.5 µM; 240,000 compounds, 0.4% hits;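 active means lipid droplet intensity inhibited by at least 50%, with more than 500 cells counted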
#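 material = mouse AML12 hepatocyte cell line, fixed after treatment | also added = 100 µM oleic acid challenge | doses = compound at 6.5 µM only | schedule = overnight exposure | technique = Image-based BODIPY and DAPI two-channel analysis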
# Yfh1-off respiration: enhancers of respiration in Yfh1-depleted yeast, dose response, Friedreich's ataxia, plus single-dose screen (AID 1465) | S. cerevisiae Yfh1-off respiration, WST-1 reduction, 72 h; higher fold induction means a stronger effect | one-dose fold induction at 50 µM; EC50 in µM for titrated hits | 220,000 compounds, 0.074% hits;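 active means fold induction of absorbance versus untreated yeast above a set limit, then at least 30% activation at any dose in follow-up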;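 further: activators that raise dye reduction in frataxin-depleted yeast; strong numbers were not always called active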
# MT stabilize HCS: microtubule stabilization, imaging screen | HeLa tubulin immunostaining HCS, 24 h; share of cells brighter than vehicle mean+2SD | % tubulin-high responders, % at 10 µM | 200,000 compounds, 0.83% hits | AID 2205;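 active means plate Z-score above 3 for both tubulin-high and condensed-nucleus cell shares, with cell loss under 80%, at 10 µM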;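 further: anti alpha tubulin signal scored within the nucleus-defined area of each cell; some results filed as inactive read as strong as hits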
# bCat nuc transl: modulators of beta-catenin nuclear translocation; 190,000 compounds, 0.3% hits; HeLa beta-catenin nuclear translocation, immunofluorescence imaging; nuclear translocation activity, % at 5 µM;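 active means nuclear translocation activity above 50% at 5 µM, with a well cell count of 50 or more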;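 further: per-cell ratio of nuclear to cytoplasmic median beta-catenin stain intensity; plate controls were DMSO negative control for no effect and GSK-3 inhibitor IX positive control for full effect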
#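 Test system: human HeLa cells, native beta-catenin. Compound dosing: 5 µM primary single dose, 0.1% DMSO, 0.02–20 µM confirmation series. Incubation: compound exposure 24 h at 37°C. Detection: beta-catenin immunostaining with DAPI counterstain, 20x imaging, 6 fields/well. Read-out basis: Nuclear/cytoplasmic beta-catenin signal ratio, % activation.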
# WT yeast gro inh: growth inhibition of WT yeast, mitochondrial fusion screen | mitochondrial fusion phenotypic screen, WT strain | inhibition, % at 10 µM | 190,000 compounds, 2.1% hits; in the data active means inhibition above about 58%; tested in S. cerevisiae
# Dynein cargo inh: dynein cargo transport inhibition | 3617.4 mouse cells, GR-EGFP nuclear translocation imaging; test concentration mostly 20 µM; stimulated with dexamethasone, 1 µM; hits give low values | 220,000 compounds, 0.47% hits | z-score, hits read low;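 active means plate z-score of nuclear minus cytoplasmic receptor signal below a set negative limit, without overly bright fluorescence or cell loss, cut at about -3.5 in these data, passing the limit was not always enough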;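 further: z-score of nuclear minus cytoplasmic ring GR-EGFP intensity difference per well; some compounds called inactive have numbers as strong as hits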
#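 Buffer or medium: tet-free, stripped-serum medium; Also added: dexamethasone, 1.0 µM final; Technique: high-content fluorescence imaging after fixation; Times: 48 h induction, 1 h compound, 30 min dex at 37 °C; Read-out: per-cell GR-EGFP intensity, nucleus versus surrounding cytoplasmic ring, well-averaged.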
# WT yeast gro inh mutant strain: second read-out of WT yeast gro inh, no call of its own (marks repeat the call); inhibition, %; mitochondrial fusion phenotypic screen, mutant strain inhibition
# Dynein cargo inh cytoplasmic EGFP: also measured in Dynein cargo inh; calls as there; z-score; measured here: cytoplasmic GR-EGFP intensity; hits give high values
# Dynein cargo inh nuclear GR-EGFP: also measured in Dynein cargo inh; calls as there; z-score; measured here: nuclear GR-EGFP intensity;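 lower value marks the stronger effect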
# Dynein cargo inh cell count: further read-out of Dynein cargo inh, marked with its call; z-score; measured here: cell count per field
# Ins promoter up cell count: recorded beside Ins promoter up, whose call it bears; cell count; measured here: cytotoxicity, nuclei count;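 total cells summed across four imaged fields per well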
# Hep lipid drop cells 6.5 µM: recorded beside Hep lipid drop, whose call it bears; cell count; measured here: cell count, cytotoxicity flag;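 cells counted across two imaged fields per well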
# bCat nuc transl cell count 5 µM: second read-out of bCat nuc transl, no call of its own (marks repeat the call); cell count; measured here: cell count, cytotoxicity flag
# MT stabilize HCS Hoechst-high %: recorded beside MT stabilize HCS, whose call it bears; % Hoechst-high responders; measured here: nuclear condensation Hoechst responders;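 share of cells brighter than vehicle mean plus two SD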
# MT stabilize HCS cytotoxicity %: also measured in MT stabilize HCS; calls as there; toxicity, %; measured here: cytotoxicity by cell density;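 0% = mean cell density of plate MIN control wells and 100% = no cells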
# Autophagy HCS cell loss 18 h: recorded beside Autophagy HCS, whose call it bears; toxicity, %; measured here: cell loss, nuclei count;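 cell loss after 18 h compound exposure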
# * = called active by the depositor; i = inactive; . = not tested or not shown; + = active, no number.
# Screens in order: Hep lipid drop	Dynein cargo inh	MT stabilize HCS cytotoxicity %	HEK293 NOD2/NF-kB	Autophagy HCS cell loss 18 h	WT yeast gro inh mutant strain	Dynein cargo inh cell count	Autophagy HCS	MT stabilize HCS	MT stabilize HCS Hoechst-high %	bCat nuc transl	Ins promoter up cell count	Dynein cargo inh cytoplasmic EGFP	Hep lipid drop cells 6.5 µM	bCat nuc transl cell count 5 µM	Ins promoter up	Dynein cargo inh nuclear GR-EGFP	Yfh1-off respiration	WT yeast gro inh
CNc1nc(-c2ccc3c(c2)CCN3C(=O)CC(C)(C)C)c(C)s1
  17.3	-0.956	5.8	-49.5%	1.4	5.3	0.333	i	3.6	1.8	0.6	1541	-0.203	744	1582	2.47	-0.343	i	-1.7
Cn1c(C(=O)OC(C(=O)NC2CCCC2)c2ccncc2)cc2sccc21 (stereo not drawn)
  .	4.39	6.0	13.0%	4.2	-7.0	-1.46	i	2.8	1.8	2.7	1289	-0.206	.	609	-0.5	1.6	i	-0.2
CC[n+]1c(P(=O)([O-])c2ccccc2)[nH]c2ccccc21
  .	-0.00562	6.4	14.5%	-1.3	8.4	1.08	i	2.4	2.2	-0.1	1615	0.132	.	1355	-0.65	-0.727	i	13.0
COC(=O)CSC1=C(C#N)C(=O)NC2(CCCCC2)S1
  -31.8	-1.05	4.8	3.1%	11.5	16.9	0.0951	i	5.2	3.1	-1.1	1464	-0.234	534	1114	1.64	-0.761	i	-12.9
N#Cc1cc2c(nc1SCC(O)CS(=O)(=O)Cc1ccccc1)CCCC2 (stereo not drawn)
  -2.9	1.74	8.1	-1.3%	8.4	-4.4	-1.74	i	4.4	2.1	0.2	1127	-0.0908	747	1204	0.58	1.27	i	5.1
Cc1cc(Cl)ccc1OCC(=O)OCC(=O)Nc1ccc(F)c([N+](=O)[O-])c1
  -6.8	3.15	8.6	6.7%	14.4	1.2	-1.87	i	1.6	2.7	.	540	-0.203	640	.	-5.99	1.61	i	13.6
Cc1ccccc1C(=O)NNC(=O)CCc1ccccc1
  1.3	0.924	9.5	11.8%	-13.2	-8.7	-1	i	2.4	2.5	-2.5	1357	-0.144	672	1128	-0.34	0.537	i	-4.5
CCCCCn1c(Sc2ccccc2)nc2c1c(=O)[nH]c(=O)n2C
  18.2	-0.201	5.3	21.2%	5.7	1.1	0.873	i	3.6	2.7	1.3	2095	-0.29	630	1078	-1.03	0.0786	i	-5.2
COCCOc1cc(NC(=O)c2cccc(OC)c2)c(Cl)cc1Cl
  -0.2	2.14	0.8	15.9%	0.6	-7.9	-1.89	i	2.3	2.1	-2.4	1231	0.0136	705	1118	-0.07	1.73	i	20.1
CCN(CC)C(=O)CSc1nc2ccsc2c(=O)n1CCCC(=O)NCCc1ccc(S(N)(=O)=O)cc1
  -3.2	-0.418	4.8	12.8%	-4.8	5.5	0.782	i	2.1	1.8	-0.5	1216	-0.266	700	1088	0.37	-0.633	i	22.8
COc1ccc(O[C@H]2C=C[C@@H](c3ccccc3)O[C@@H]2COC(=O)CC/C(C)=N/OC[C@@H](O)COCc2ccco2)cc1
  -3.3	-0.32	0.8	-2.5%	-5.5	-15.2	0.178	i	3.6	3.2	.	1272	-0.242	637	.	0.18	0.214	.	16.9
O=C(Nc1ccc(C2SCCS2)cc1)c1ccccc1
  8.9	-0.225	.	-133.3%	.	.	0.434	.	.	.	-0.9	919	-0.162	697	1335	0.22	0.32	i	.
O=C1CCC(=O)N1OCCOc1ccc2c(c1)CCC2
  -16.1	0.422	7.2	1.1%	-6.2	-6.8	0.0253	i	3.4	2.3	.	1237	-0.271	803	.	0.28	-0.411	i	1.8
CN(C)c1nc(N)nc(CSc2nnnn2-c2ccccc2)n1
  13.6	-0.216	10.9	10.1%	-4.0	-1.1	0.458	i	1.2	1.3	.	.	-0.168	806	.	.	-0.112	i	1.2
COc1ccc2c(-c3ccccc3)cc(SCC(=O)N(C)C3CCS(=O)(=O)C3)nc2c1 (stereo not drawn)
  -2.0	1.46	0.9	5.0%	8.1	34.0	-0.865	i	3.7	2.3	0.7	1235	-0.215	604	484	-0.05	0.532	i	45.3
FC(F)(F)c1ccc(C2[C@H]3CN(Cc4ccc(-c5ccccc5)cc4)[C@H](c4ccccc4)C34CC2(c2ccccc2)C4)cc1 (stereo partly drawn)
  13.0	-0.827	.	16.7%	.	.	0.824	.	.	.	1.3	998	-0.783	702	1306	-0.49	-0.438	i	.
COc1cc(NC(=O)c2cc3c(=O)n(C)c4ccccc4c3n2C)cc(OC)c1OC
  .	-0.949	3.6	14.7%	-4.1	-5.5	0.698	i	7.9	2.7	2.8	1002	-0.255	.	1100	-0.24	-0.371	i	6.0
COc1ccc(C(=O)[C@H]2[C@H]3C(=O)N(c4ccccc4)C(=O)[C@H]3C3C=CC=NN32)cc1 (stereo partly drawn)
  -27.3	0.179	.	10.1%	.	.	-0.0908	.	.	.	-0.4	1042	-0.76	650	1311	0.64	-0.101	i	.
CCc1ccc(OCCCC(=O)Nc2ccc(N3CCCCC3)cc2)cc1
  .	-0.897	5.7	14.7%	5.3	8.4	0.829	i	2.0	1.2	-1.7	1527	-0.115	.	1380	0.75	-0.449	.	11.7
CN1CCc2c(sc(NC(=O)c3ccc(S(=O)(=O)N4CCc5ccccc54)cc3)c2C(N)=O)C1
  -0.4	-0.664	.	-11.1%	.	.	0.371	.	.	.	0.0	872	2.79	700	1314	2.15	0.605	i	.
CN(C)c1ccc(C2C3C(=O)NC(=O)C3ON2c2ccc(Cl)cc2)cc1 (stereo not drawn)
  .	-0.776	4.3	-1.1%	7.7	-0.2	-0.0798	i	5.8	2.1	0.3	934	-0.208	.	1180	0.86	-0.336	i	6.5
Cc1ccc(/C=N/NC(=O)NN(C)c2ncc(C(F)(F)F)cc2Cl)cc1
  -16.1	-0.0464	8.2	-1.7%	-8.3	6.5	-0.267	i	2.3	1.8	0.0	1483	-0.182	686	946	0.19	0.148	i	8.3
CCc1ccc(OCC(=O)Nc2ccc3c(c2)COC3=O)cc1
  .	1.72	9.0	12.7%	-1.3	-0.5	-1.66	i	2.9	1.9	-2.5	1374	-0.162	.	911	0.4	1	i	-8.5
CCNc1nc(NCC)nc(SCC(C)=O)n1
  -0.9	0.693	9.8	-13.9%	-8.6	16.8	-0.444	i	2.9	3.0	-0.1	.	-0.164	672	1439	.	0.0838	i	-41.4
CSc1sc(C(=O)N(C)C)c2c1S(=O)(=O)N(C)c1ccccc1-2
  -11.7	-0.445	.	14.5%	.	.	1.17	.	.	.	1.0	1400	-0.197	696	1307	-0.31	-0.339	i	.
c1ccc(C[n+]2c(-c3ccccc3)csc2Nc2ccccc2)cc1
  -14.5	0.691	0.8	-0.6%	9.0	6.9	-1.25	i	1.2	2.8	0.5	1534	0.0466	566	1139	0.45	0.562	i	10.2
Cc1ccc2cc3cc(C(=O)NCCC(C)C)oc3nc2c1
  .	0.667	12.9	-39.0%	-17.3	6.0	-0.596	i	3.7	3.3	-0.8	1470	-0.342	.	1520	-0.32	0.659	.	11.0
Cc1ccc(-n2c(C)nc3c(cnn3-c3ccc(F)cc3)c2=O)cc1C
  .	-0.361	6.6	24.2%	10.9*	-8.9	0.698	+	1.9	1.4	-1.1	1597	-0.187	.	1313	-0.4	-0.143	i	-11.4
CCOC(=O)N1CC=C2C(C#N)=C(N)C(C#N)(C#N)[C@H](c3ccc(OCC)c(OCC)c3)[C@H]2C1
  -4.3	-0.632	4.6	5.7%	12.8	-1.3	0.643	i	1.8	1.8	-0.2	757	-0.0614	743	1130	-0.5	-0.301	i	-3.5
COC(=O)c1c(C)oc(C)c1S(=O)(=O)N1CCOCC1
  -3.8	0.105	.	1.1%	.	.	0.237	.	.	.	0.1	.	-0.246	690	1062	.	-0.0352	i	.
Cc1cc(C)c2cc(C#N)c(NCCCNC(=O)CCC(=O)O)nc2c1
  .	-0.964	1.5	-6.3%	4.0	-2.4	0.533	i	2.3	1.3	-2.4	1205	-0.178	.	981	0.61	-0.579	i	11.9
CC(C)C(=O)Nc1ccc(N2CCCC2)cc1
  -10.9	-0.995	4.9	3.0%	-11.7	19.3	0.0339	i	1.0	1.2	-4.2	.	0.197	714	1135	.	-0.198	i	-2.0
CC(C)c1csc(CN2CCN(CCc3ccccc3)C(CCO)C2)n1 (stereo not drawn)
  -5.0	1.91	9.6	-15.6%	-6.1	4.3	-1.16	i	1.8	2.9	0.4	1458	-0.185	704	1133	0.06	0.662	i	12.9
O=c1c2ccccc2nc2n1C(CBr)CN2 (stereo not drawn)
  8.7	-0.0505	.	21.8%	.	.	-0.472	.	.	.	0.0	920	-0.222	742	1262	-0.17	0.402	i	.
CCOC(=O)N1CCN(C(=O)c2ccc3c(=O)n(CCC4=CCCCC4)c(=S)[nH]c3c2)CC1
  .	0.123	2.2	-16.5%	11.5	-0.5	-0.0135	i	4.0	3.6	-0.9	983	-0.285	.	1138	1.18	0.234	i	4.0

# Some of the compounds tested, so the mix of outcomes need not match the whole.
